TDP1 block = blocks human tyrosyl-DNA phosphodiesterase 1; recombinant TDP1, AlphaScreen DNA substrate cleavage; AID 485290; 0.28% of 350,000 active; Potency, µM (titrated, usually from 130 µM), inactives show at the top dose activity change, negative = inhibition, most hits filed as inhibitors; Q9NUW8; note: nearly all actives have a fitted effect of over 40% in size
Target sequence (Q9NUW8 whole entry, looked up): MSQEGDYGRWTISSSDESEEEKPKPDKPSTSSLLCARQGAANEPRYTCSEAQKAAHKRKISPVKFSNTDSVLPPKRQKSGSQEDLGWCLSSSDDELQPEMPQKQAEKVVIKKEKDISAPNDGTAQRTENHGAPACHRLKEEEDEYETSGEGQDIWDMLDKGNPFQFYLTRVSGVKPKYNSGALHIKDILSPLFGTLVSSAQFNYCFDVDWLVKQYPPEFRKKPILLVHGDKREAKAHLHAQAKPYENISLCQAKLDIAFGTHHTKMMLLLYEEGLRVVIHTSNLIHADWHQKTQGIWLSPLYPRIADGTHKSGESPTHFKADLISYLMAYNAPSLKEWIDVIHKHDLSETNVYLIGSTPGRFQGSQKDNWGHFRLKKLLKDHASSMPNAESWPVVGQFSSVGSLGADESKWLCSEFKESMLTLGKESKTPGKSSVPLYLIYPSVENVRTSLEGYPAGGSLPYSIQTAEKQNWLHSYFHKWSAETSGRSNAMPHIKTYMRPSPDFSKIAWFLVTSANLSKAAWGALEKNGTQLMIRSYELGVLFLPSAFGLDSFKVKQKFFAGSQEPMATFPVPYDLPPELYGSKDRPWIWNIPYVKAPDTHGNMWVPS
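Tdp1 1 nM final; 15 min RT w/ cpd; substrate 15 nM, 5 min; beads 10 ug/ml, 10 min; AlphaScreen read. Neg ctrl: no enzyme.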
TDP1 cell noCPT = qHTS for Inhibitors of human tyrosyl-DNA phosphodiesterase 1 (TDP1): qHTS in cells in absence of CPT; DT40 Tdp1-/- hTDP1 cells, no CPT, ATP luminescence, 48 h; Potency, µM (series often up to 46.2 µM), for the others: at the top dose activity change, negative = growth inhibition, usual class: inhibitors; 15% of 420,000 active; AID 686978, 2013; note: nearly all actives have a fitted effect of over 55% in size
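Chicken DT40 Tdp1-/- cells stably complemented with human TDP1 were seeded at 400 cells/well with DMSO in place of 20 nM camptothecin. After compound pinning, cells grew at least 48 hr at 37 °C; viability read by CellTiter-Glo luminescence.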
DT40 TDP1 CPT = DT40-hTDP1 cell growth loss with CPT; Potency, µM (series often up to 46.2 µM), inactives show at the top dose activity change, negative = growth inhibition, actives largely listed as inhibitors; chicken DT40 Tdp1-/-;hTDP1 cells + 20 nM CPT, ATP luminescence, 48 h; AID 686979; 12% of 420,000 active; note: nearly all actives have a fitted effect of over 55% in size
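Chicken DT40 Tdp1-/- cells complemented with human TDP1, 400 cells/well, exposed to compounds plus 20 nM camptothecin for at least 48 h at 37 C; viability read as ATP content by CellTiter-Glo luminescence.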
Numbers without * were called inactive; u = inconclusive; x = no result given; [ ] = remark or other dose. Calls come from the whole dose curve; as a rule, active = well fitted curve in the direction sought with a large enough effect; inconclusive = small, poorly fitted or top-dose-only effect, or another doubt; inactive = no such curve, though single readings can be large; an effect the other way counts as inactive or inconclusive. % is set by controls: 0 for no effect and ±100 for the full control effect; potency is the fitted concentration of half-maximal effect. No enrichment for hits; 18% or so of the library scored in one or more.

The line under a structure holds: TDP1 block | TDP1 cell noCPT | DT40 TDP1 CPT
COCCCNC(=O)c1ccc2nc(CCc3ccccc3)oc2c1
  5% | u | u
CCOC(=O)c1cc(-c2ccc3c(c2)OCCO3)nc2c1c(C)nn2CCC#N
  -7% | 12µM* | u
O=C(c1cc(-c2cccs2)nc2ccccc12)N1CCN(S(=O)(=O)c2ccccc2)CC1
  5% | u | u
O=C(N/N=C/c1ccc([N+](=O)[O-])cc1)c1ccc(NS(=O)(=O)c2cccs2)cc1
  5% | -26% | -24%
O=c1c2ccccc2nc2c3ccccc3c3nncn3n12
  4% | 5.2µM* | 7.3µM*
COC(=O)CC/C(O)=C1\C(=O)CC(C)(C)CC1=NCCc1nc2ccccc2[nH]1
  1% | u | u
C/C=C(\C)C(=O)OC1[C@@H]2C=C3C4CC(=O)OC(c5ccoc5)[C@]4(C)CCC3[C@@](C)(C2=O)C(C(O)C(=O)OC)C1(C)C (stereo not given in full)
  7%[56.1 µM] | -3% | 11%
CC1CCCCN1CCNC(=O)c1cc2c(=O)n(C)c3ccccc3c2n1C (stereo not given)
  0% | u | u
O=C(c1ccco1)N1CCC(N2CCN(c3ccccc3)CC2)CC1
  -3% | -5% | -9%
O=C(C1CC1)N1CCc2cc(S(=O)(=O)NCCC3=CCCCC3)ccc21
  -1% | -27% | u
O=C(Nc1ccccc1)OCc1ccccn1
  8% | -7% | u
CC(C)OC(=O)CN1C(=O)C(C)(C)Oc2ccc(C(=O)NC(C)(C)C)cc21
  2% | -14% | -27%
C#CCOC(=O)c1ccccc1C(=O)n1nnc2ccccc21
  2% | u | u
COc1ccc(OC)c(S(=O)(=O)CC(O)CS(=O)(=O)c2ccccc2)c1 (stereo not given)
  0% | -27% | u
Cc1c(Cl)cccc1NC(=O)c1ccccc1-c1ccccc1C(=O)O
  x | 0% | 3%
CC1Cc2cc(C(=O)O)ccc2O1 (stereo not given)
  u | -8% | 5%
Cc1ccc(CN2CCN(Cc3cn(C)nc3C)CC2CCO)o1 (stereo not given)
  0% | -12% | -12%
O=C(CSc1nc(C2CC2)n(-c2ccccc2)n1)NCc1ccco1
  2% | -12% | -1%
COc1ccc(C(NC(=O)COc2ccc(C#N)cc2)c2ccc(OC)cc2)cc1
  x | u | u
CC(/C=C\C=C\c1ccccc1)=N\NC(=O)c1cncc(Br)c1
  5% | 7.3µM* | 7.3µM*
CCOc1ccc(NCCC(O)c2ccc(F)cc2)cc1 (stereo not given)
  x | -17% | 5%
Nc1ncnc2c1ncn2CCOc1ccccc1
  0% | -13% | -22%
COc1ccc(NC(=O)C2CCCN(c3nccc(C)n3)C2)cc1 (stereo not given)
  0% | 3% | -23%
Cc1ccc(-c2onc3ccc(C=O)cc23)cc1
  7% | 18µM* | 16µM*
O=C(CNC(=O)c1ccccc1Br)N/N=C/c1cc(Br)ccc1O
  5% | 5.8µM* | 8.2µM*
COC(=O)c1ccc2nc(-c3ccc(F)cc3)c(Cc3cccc(Cl)c3)n2c1
  x | 18µM* | u
CC1(C)CC(C(=O)N2CCOc3ccc(CN4CCC(Oc5cccnc5)CC4)cc3C2)CCO1 (stereo not given)
  x | -23% | u
COc1ccc(CN(CCC(c2ccco2)C(C)C)C(C)=O)cc1OC (stereo not given)
  8% | u | u
O=C(CSc1nnnn1-c1ccc2c(c1)CCC2)NCc1cccs1
  3% | u | u
COc1ccccc1C(=O)NCCn1cc(SCc2ccccc2Cl)c2ccccc21
  5% | u | u
N#C/C(=C(/O)c1ccc(Cl)cc1)c1nc2ccccc2[nH]1
  x | 12% | -2%
CCNC(=O)C1(C)CCCN(Cc2csc(-c3ccc(Cl)cc3)n2)C1 (stereo not given)
  x | -103% | -109%
CCN(c1ccc(NC(=O)c2ccc(N3CCCC3=O)cc2)cc1)C(C)C
  -9%[0.505 µM] | u | u
Cc1ccc2c(NC(=S)NC(=O)c3ccccc3)cccc2n1
  5% | u | u
COCCn1c(SCC(=O)Nc2nnc(C)s2)nnc1-c1ccncc1
  3% | -10% | -10%
CCOC(=O)[C@H]1[C@H]2COc3ccc(Cl)cc3[C@@H]2N2C(=O)c3ccccc3NC(=O)[C@@]12C
  3% | u | u
CC(/C=N/NC(=O)c1nnn(-c2nonc2N)c1CN1CCCCC1)c1ccccc1 (stereo not given)
  x | 2% | u
CCOC(=O)N1CCN(C(c2cccnc2)c2ccc3cccnc3c2O)CC1 (stereo not given)
  -3% | 1.6µM* | 3.7µM*
CCCc1nc2oc3c(OCC)ncnc3c2c2c1COC(C)(C)C2
  4% | u | u
NC(=O)CSc1ncnc2c1nnn2Cc1ccc(F)cc1
  1% | u | 2%

A draw from above in order of heavy-atom count, rising.
The line under a structure holds: TDP1 block | TDP1 cell noCPT | DT40 TDP1 CPT
Cc1ccc(-c2onc3ccc(C=O)cc23)cc1
  7% | 18µM* | 16µM*
CCOc1ccc(NCCC(O)c2ccc(F)cc2)cc1 (stereo not given)
  x | -17% | 5%
O=C(CNC(=O)c1ccccc1Br)N/N=C/c1cc(Br)ccc1O
  5% | 5.8µM* | 8.2µM*
COc1ccc(CN(CCC(c2ccco2)C(C)C)C(C)=O)cc1OC (stereo not given)
  8% | u | u
CC1(C)CC(C(=O)N2CCOc3ccc(CN4CCC(Oc5cccnc5)CC4)cc3C2)CCO1 (stereo not given)
  x | -23% | u

(list continues)
The line under a structure holds: TDP1 block | TDP1 cell noCPT | DT40 TDP1 CPT
O=C1CCCCC/C1=N/Nc1ccc(OCc2ccccc2)cc1
  7% | u | u
N#CCC(=O)NC1CCC(CC2CCC(NC(=O)CC#N)CC2)CC1 (stereo not given)
  1% | 5% | -3%
Cc1ccc(CN2C(=O)c3ccccc3C2c2nnnn2-c2c(C)cccc2C)cc1 (stereo not given)
  x | 29µM* | u
CC1Cc2ccccc2N1C(=O)COC(=O)Cn1nnc(-c2ccccc2)n1 (stereo not given)
  -2% | -24% | u
c1nc(N2CCNCC2)c2cc(-c3ccc4c(c3)OCO4)ccc2n1
  12%[56.1 µM] | u | u
C=CCOc1c2ccc(C(=O)NC3CCCc4ccccc43)cc2nn1C (stereo not given)
  4% | -11% | -20%
Cc1cc(Nc2nc3ccccc3c3nnc(C)n23)ccc1Br
  0% | 18µM* | u
CN1CCc2c(sc3c2c(=O)n(-c2cccc(Cl)c2)c2nncn32)C1
  x | -29% | u
O=C(COc1ccccc1Br)NCc1ccccn1
  8% | -7% | u
CC1CCN(c2nn3c(=O)c(C(=O)NCCCOC(C)C)cnc3s2)CC1
  8% | -17% | -19%
Cc1ccc(NC(=O)COC(=O)CCC(=O)c2cccs2)cc1C
  5% | -7% | 2%
O=c1[nH]c(-c2ccccc2)ncc1OCc1ccccc1
  x | -22% | 13µM*
O=C(COC(=O)c1cnccn1)c1ccc([N+](=O)[O-])cc1
  x | u | 23µM*
Cc1cc(C)c(OCCCCN2CCC(C)CC2)c(Br)c1
  -2% | u | u
c1ccc(OCCCn2nnc(-c3cccnc3)n2)cc1
  2% | -19% | -13%
CCC(=O)NC(=S)Nc1ccccc1OC
  4% | u | u
COc1ccc(S(=O)(=O)N2CCCCC2)cc1C(=O)Nc1cc(C)on1
  3% | -9% | -21%
O=C(Nc1ccc(F)cc1)C(=O)C1C(=O)Nc2ccccc21 (stereo not given)
  1% | u | u
O=C(CN(CC1CCCO1)C(=O)CNS(=O)(=O)c1ccc(Cl)cc1)NC1CCCCC1 (stereo not given)
  12% | -12% | -14%
C[C@H](O)[C@@H]1CN2CCc3c([nH]c4ccccc34)[C@@H]2C[C@@H]1N(C)C(=O)Nc1cccc2ccccc12
  x | u | u
c1coc(Cn2c(SCc3nc4ccccc4[nH]3)nnc2-c2cccs2)c1
  4% | -16% | -23%
COc1ccc(C(C)=O)cc1CN1C(=O)C(C)N(c2ccc(C)cc2)C1=O (stereo not given)
  3% | u | u
COc1ccccc1NC(=O)CSc1nnc(NC(=O)c2ccco2)s1
  3% | 0% | 8%
CN(C)c1ccc(S(=O)(=O)NCC(=O)NCc2ccccc2)cc1[N+](=O)[O-]
  x | u | -12%
Cc1cc(NS(=O)(=O)c2ccc(NC(=O)c3ccc(Cl)cc3Cl)cc2)no1
  5%[0.0935 µM] | -10% | -2%
CC(=O)C1=C(O)C(=O)N(CCN2CCOCC2)C1c1ccccc1 (stereo not given)
  -3% | 0% | -6%
O=C1OC(c2ccccc2)=C/C1=C\N1CCOCC1
  2% | u | 23µM*
O[C@@H]1CN(Cc2cccs2)[C@@H](c2ccccc2)C[C@H]1n1cc(-c2ccc(F)cc2)nn1
  x | u | u
COc1ccc(CC(C)N2CCN(c3ccccc3)CC2)cc1OC (stereo not given)
  -4% | -26% | u
Nc1nccnc1C(=O)OCC(=O)NNC(=O)c1ccccc1
  -2% | 3% | -6%
O=C(Nc1nc(-c2ccc(Cl)cc2)cs1)c1cccnc1
  0% | 18µM* | u
Cn1nnc2c(N3CCN(c4ccccc4Cl)CC3)ncnc21
  3% | u | u
O=C(NCc1cccnc1)c1ccccc1NS(=O)(=O)c1ccc(F)cc1F
  6% | 1% | -17%
N#CCCn1c(=O)c(-c2cc(F)cc(F)c2)nc2cnc(Oc3ccccc3)nc21
  x | -16% | -25%
CCc1nn(CC(=O)NCCOC)c(=O)c2cc3cc(F)ccc3n12
  5% | 2% | 17%
COc1ccccc1NC(=O)COC(=O)c1cc([N+](=O)[O-])ccc1N1CCCC1
  4% | u | u
Cc1ccc(/C=C/c2onc(C)c2S(=O)(=O)N2CCC(C(=O)Nc3ccc(C)c(N(C)C)c3)CC2)cc1
  8% | 9.2µM* | 8.2µM*
Cc1ccc(-c2nc(S(=O)(=O)c3ccccc3)c(N3CCN(c4ccccc4)CC3)o2)cc1
  4% | u | u
Cc1ccccc1Oc1ccc2c(c1)[C@@H]1C[C@H]3[C@@H](C(=O)N1CC2)[C@H](C)ON3C
  x | 23µM* | 16µM*
COC(=O)[C@@]1(Cc2ccc(F)cc2)[C@H]2c3cc(C(=O)N(C)C)n(CCCNc4ncc(C(F)(F)F)cc4Cl)c3C[C@H]2CN1C(=O)c1ccccc1
  x | u | u
Fc1ccccc1CNC(=S)NCc1ccc(Cl)cc1
  1%[56.1 µM] | -20% | -11%
CN1CCN(C(=O)c2ccc(Cl)cc2)CC1
  x | -10% | -1%
CCOc1cccc(C(=O)NC(=S)Nc2cccc(NC(=O)c3ccccc3Cl)c2)c1
  -3% | 21µM* | u
COc1cc(OC)cc(C(=O)Nc2ccc(NC(=O)c3ccco3)c(Cl)c2)c1
  -3% | u | u
CC(OCC(O)CNCC1COc2ccccc2O1)c1ccc(Cl)cc1 (stereo not given)
  -4% | u | -23%
CCOc1ccc(C(=O)NCC(=O)OCC(=O)Nc2cccc(S(=O)(=O)N3CCCC3)c2)cc1
  1% | -17% | -28%
COc1cc(OC)c(NC(=O)Cc2cccs2)cc1Cl
  3% | -14% | -7%
O=C(Cc1ccc(Cl)c(Cl)c1)N/N=C/c1cccnc1
  2%[56.1 µM] | 0% | -28%
C=CCn1c(SCC(=O)Nc2nccs2)nnc1-c1cc2cccc(OC)c2o1
  7% | u | u
N#Cc1c(F)cccc1N1CCN(Cc2ccc3c(c2)OCO3)CC1
  0%[0.0935 µM] | u | 16µM*
C/C=C(\C)C(=O)Nc1cccc(C2=NOC3(C2)C[C@@H](C(N)=O)N(C(=O)c2ccccc2C(=O)c2ccccc2)C3)c1 (stereo not given in full)
  5% | u | u
CC(O)(c1cccc(F)c1)c1nc(-c2cc3ccccc3o2)cs1 (stereo not given)
  x | 23µM* | u
C#CCNC(=O)C[C@@H]1C[C@@]2(C(=O)OCC)CCCC=C2N(Cc2ccc(Cl)cc2Cl)C1=O
  x | u | u
CCn1c2ccccc2c2nnc(SCC(=O)NC3CCS(=O)(=O)C3)nc21 (stereo not given)
  -2% | -11% | -11%
COc1cc(NC(=O)c2nnn(CC(=O)Nc3ccccc3)c2N)cc(OC)c1
  -3% | -8% | 6%
COc1cc(OC)cc(C(=O)O/N=C(\N)c2ccccn2)c1
  x | -27% | -3%
Cc1ccc(C(C)C)c(OCC(=O)N/N=C/c2ccc(S(=O)(=O)O)o2)c1
  1% | -15% | 12%
COC(=O)c1ccc(C)c(NC(=O)c2nn(C)c(=O)c3ccccc23)c1
  0% | -25% | -10%

2 entries picked at random from the list so far, as already listed:
The line under a structure holds: TDP1 block | TDP1 cell noCPT | DT40 TDP1 CPT
Fc1ccccc1CNC(=S)NCc1ccc(Cl)cc1
  1%[56.1 µM] | -20% | -11%
CC1Cc2ccccc2N1C(=O)COC(=O)Cn1nnc(-c2ccccc2)n1 (stereo not given)
  -2% | -24% | u
